# Bioassay records (PubChem BioAssay)
# Peg3 imprint: induces erasure of genomic imprints in mouse ES cells. mouse ES Peg3-LacZ reporter, beta-gal luminescence, 40 h. 110,000 compounds, 0.02% hits. AID 1948. Potency, µM (series often up to 60.7 µM), without a hit: top-dose activity change, positive = activation, most hits filed as activators;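 note: 0% = negative control wells on the plate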
#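 Each well holds 300 Peg3LacZ-Neo (maternal) female ES cells incubated 40 h at 37C, 5% CO2. LacZ is measured by BetaGlo luminescence, with AC50 and maximum efficacy derived from dose-response curves.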
# IkB sig inh: inhibitors of IkB signaling in ABC-DLBCL cells | 110,000 compounds, 0.04% hits | AID 445 | ABC-DLBCL IkBa-CBG/CBR dual luciferase ratio, 4 h; response scale: scaled: untreated 0%, proteasome inhibitor 100% | Potency, µM (doses to about 57.1 µM), for inactives: at the highest dose IkBa stabilization activation; active = well fitted curve in the direction sought with a large enough effect in the signal ratio, not every such curve was filed as active; inconclusive = small, poorly fitted or top-dose-only effect, or a change in a side signal; the % refers to the signal ratio;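 note: the direction sought is a rising ratio; 0% = basal untreated cells and 100% = reference inhibitor full response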
#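 In this assay, an IκBα–CBG68 fusion accumulates when IKK-driven degradation is blocked; native CBR normalizes for cell number. OCI-Ly3 cells were treated 4 h with compound and doxycycline, then green and red light read after Chroma-Glo addition.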
# p53ts 32C tox: p53ts cell cytotoxicity, permissive temperature | H1299-p53A138V at 32C, ATP luminescence viability, 24 h | AID 924 | 130,000 compounds, 0.93% hits | Potency, µM (series often up to 46.1 µM), for inactives: at the highest dose activity change, negative = cytotoxicity, hits mostly cytotoxic;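 note: 0% = DMSO and -100% = full killing by reference compound; nearly all actives have a fitted effect of over 55% in size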
#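 Viability by ATPlite luminescence after 24 h compound treatment (up to 46 uM) at the permissive 32C. Cells are H1299 carrying p53 A138V. Scale runs from DMSO basal to 100 uM tamoxifen as full kill; AC50 from Hill fits.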
# p53ts 39C tox: p53ts cell cytotoxicity, nonpermissive temperature | 130,000 compounds, 1.5% hits | Potency, µM (titrated, usually from 46.1 µM), for the others: at the top dose activity change, negative = cell killing, hits mostly cytotoxic | H1299-p53A138V viability at 39C, ATP luminescence, 24 h; note: nearly all actives have a fitted effect of over 55% in size
# Numbers without * were called inactive; ? = inconclusive; . = no result given; & = joins results of further samples; [ ] = another dose, or the depositor's remark. Unless noted, calls come from the whole dose curve; as a rule, active = well fitted curve in the direction sought with a large enough effect; inconclusive = small, poorly fitted or top-dose-only effect, or another doubt; inactive = no such curve, though single readings can be large; an effect the other way counts as inactive or inconclusive. Unless noted, % is set by controls: 0 for no effect and ±100 for the full control effect; potency is the fitted concentration of half-maximal effect.
# Order of values – p53ts 39C tox, p53ts 32C tox, Peg3 imprint, IkB sig inh
> CCc1ccc(NC2=NCC(=O)N2Cc2ccc3c(c2)OCO3)cc1
→ -1.3%, -3.3%, -3.5%, 0.2%
> NC(=O)COC(=O)CCCc1c[nH]c2ccccc12
→ -13.4%, -11.2%, -5.8%, -0.6%
> COc1ccc(NC(=O)Cn2nnc(-c3ccccc3N)n2)cc1OC
→ 0.8%, -4.2%, ., -0.9%
> CC(C)(C)OC(=O)N1CCC(c2c(C(=O)N3CCN(c4ccccn4)CC3)cnn2-c2ccccc2Cl)CC1
→ -8.1%, 5.6%, -7.4%[10.9 µM], ?
> NC(=O)N/N=C1\CC[C@H](O)C[C@@H]1CC(=O)O
→ -14.9%[9.22 µM], -3.4%[9.22 µM], 0.2%[10.9 µM], 0.9%[11.4 µM]
> Cc1ccc(NC(=O)c2sc3nc4c(cc3c2N)CN(Cc2ccccc2)CC4)cc1
→ ?, ?, 19.8%[10.9 µM], -0.6%
> Cc1ccc(C(=O)n2nc(C)c(S(=O)(=O)N3CCCCCC3)c2C)cc1
→ 1.0%, -3.2%, 26.8%[10.9 µM], 3.2%
> Cc1cc(N2CCCCC2)nc(SCc2ccc(C#N)cc2)n1
→ -9.8%, 4.4%, -17.6%, 1.0%
> O=C(Cn1nc(-c2ccccc2)nc(Cc2ccccc2)c1=O)Nc1ccccc1
→ -10.3%, 5.2%, -11.7%[10.9 µM], -0.5%
> OC1(c2ccc(F)cc2)CN(c2ccccc2)C2=[N+]1CCS2 (configuration not stated)
→ 9.6%, -0.2%, ., .
> O=[n+]1c2c(n([O-])c3cc(Br)ccc31)CCCC2
→ -12.4%, -21.5%, ., .
> O=C(NCc1ccccc1)c1nc2c(nnn2Cc2cccc(Cl)c2)c(=O)[nH]1
→ 31.1%, -7.4%, ., .
> Cc1cc(NC(=O)CSc2nnc(-c3ccc(S(=O)(=O)N4CCCC4)cc3)n2C)no1
→ -4.5%, -13.3%, -5.3%, -1.9%
> O=C(Cn1nc2c(cc1=O)CCCC2)Nc1ccccc1C(F)(F)F
→ 7.2%, -3.4%, -7.9%[10.9 µM], 4.6%
> O=C(NCC1CCCO1)c1c(O)c2cccc3c2n(c1=O)CC3 (configuration not stated)
→ -10.4%, -22.8%, ., -0.1%
> CCn1c(Sc2nc(C)nc3scc(-c4cccs4)c23)n[nH]c1=O
→ 13.6%, 12.1%, 3.2%, ?
> c1ccc2c(N3CCOCC3)nc(-c3ccoc3)nc2c1
→ -9.7%, -7.8%, ?, -0.1%[11.4 µM]
> COC(=O)[C@@]1(Cc2ccc(OC)cc2)[C@@H]2[C@@H](CC(=O)[C@H]2CC(=O)C(=O)N(C)C)CN1C(=O)c1ccccc1
→ -3.6%, -0.3%, -8.7%, .
> CCOCCCNC(=O)C(NC(=O)c1ccccn1)c1ccc(C)cc1 (configuration not stated)
→ 1.1%, ?, 1.9%, -1.1%
> COc1ccccc1N(CC(=O)NC1CCCCC1)S(C)(=O)=O
→ -3.1%, 11.8%, -2.0%, 2.0%
> O=C(CSc1nc2c(c(=O)n1-c1ccc(F)cc1)SCC2)NCC1CCCO1 (configuration not stated)
→ 7.5%, -9.0%, 1.0%, -0.4%
> O=C(NCCc1cn2ccccc2n1)c1ccc(Br)o1
→ 18.4%, 9.7%, -9.0%, 6.2%
> Cc1ccc(-c2nc3ccc(Cl)cn3c2Nc2ccc3c(c2)OCCO3)s1
→ ?, ?, -9.1%[10.9 µM], ?
> CS(=O)(=O)N1CCC2(CC1)CN(Cc1nccs1)C2
→ 1.1%, 1.8%, ., -0.1%[11.4 µM]
> CCOC(=O)N1CCC(NC(=O)c2cc3ccccn3n2)CC1
→ 2.2%, -1.2%, 0.3%, -1.6%
> COc1cc(OC)c(NC(=O)c2cc3c(=O)oc4ccc(C)cc4c3s2)cc1Cl
→ ?, -0.3%, 2.4%[10.9 µM], -2.7%
> O=c1c(-c2cccc(F)c2)nc2cncnc2n1Cc1ccc(F)cc1
→ -12.1%, -7.5%, ?, 3.1%[11.4 µM]
> COC(=O)c1cc(OC)c(OC)cc1NC(=O)c1oc2ccccc2c1C
→ 4.5%, -1.0%, 8.2%, 0.4%
> CCCCNS(=O)(=O)c1ccc(S(=O)(=O)NCc2ccncc2)cc1
→ 3.9%, 0.5%, ., .
> OC(CN1c2ccccc2Sc2ccccc21)Cn1nnc2ccccc21 (configuration not stated)
→ 8.8%, 65.5%[activator], -19.7%, ?
> CCC(=O)Nc1sc(C(=O)N2CCCCC2)c(C)c1C#N
→ 12.2%, 4.7%, -4.3%, 0.3%
> Fc1cnc(N2CCOCC2)nc1N1CCc2ccccc21
→ -1.9%, -2.7%, -7.9%, -2.0%
> COc1cc(NC(=O)NCc2ccncc2)cc(OC)c1OC
→ -2.2%, 2.2%, -2.8%, 0.6%
> CCOc1ccc(OCC)c(NC(=O)CCC(=O)N2CCOc3ccccc32)c1
→ 20.1%, ?, ?, -2.6%
> O=C(COc1ccc(Cl)cc1)Nc1nnc(S(=O)(=O)N2CCc3ccccc32)s1
→ -5.4%, -3.9%, ?, ?
> CCCNC(=O)NC(C(=O)OC)C12CC3CC(CC(C3)C1)C2 (configuration not stated)
→ -2.0%, -9.9%, -6.5%, 1.6%
> CCN(CC)CCNC(=O)CN1N=C(c2ccc(OC)cc2)CCC1=O
→ -23.0%, -1.4%, -10.6%[10.9 µM], -1.9%
> COc1cccc(NC(=O)CSc2nnc(-c3cccc(OC)c3)o2)c1
→ 10µM*, 12.6µM*, -41.7%[inhibitor][10.9 µM], ?
> Cc1[nH]nc2c1C(c1ccc(F)cc1)C1=C(CC(C)(C)CC1=O)N2 (configuration not stated)
→ 21.8%, 17.2%, 2.9%, -0.1%
> Cc1ccc(-c2noc(-c3ccccc3NC(=O)C3CC(=O)N(c4ccc(C)cc4)C3)n2)cc1 (configuration not stated)
→ -6.0%, 2.8%, -9.7%[10.9 µM], ?

# Pulled one by one from above (four):
# Order of values – p53ts 39C tox, p53ts 32C tox, Peg3 imprint, IkB sig inh
> Cc1ccc(-c2noc(-c3ccccc3NC(=O)C3CC(=O)N(c4ccc(C)cc4)C3)n2)cc1 (configuration not stated)
→ -6.0%, 2.8%, -9.7%[10.9 µM], ?
> Fc1cnc(N2CCOCC2)nc1N1CCc2ccccc21
→ -1.9%, -2.7%, -7.9%, -2.0%
> Cc1[nH]nc2c1C(c1ccc(F)cc1)C1=C(CC(C)(C)CC1=O)N2 (configuration not stated)
→ 21.8%, 17.2%, 2.9%, -0.1%
> COC(=O)c1cc(OC)c(OC)cc1NC(=O)c1oc2ccccc2c1C
→ 4.5%, -1.0%, 8.2%, 0.4%

# (cont.)
# Order of values – p53ts 39C tox, p53ts 32C tox, Peg3 imprint, IkB sig inh
> Cc1ccc(-c2nnc(Nc3ccc(Br)cc3)c3ccccc23)cc1S(=O)(=O)N1CCOCC1
→ -4.3%, -1.3%, -19.9%[10.9 µM], ?
> O=C(O)C1=CCCNC1
→ -2.3%&-4.7%&-16.1%, 2.8%&4.3%&-22.9%, -0.1%&-9.2%&-5.4%, 0.2%&3.7%
> CC(NC(=O)C1CCN(S(=O)(=O)c2ccc(F)cc2)CC1)c1ccccc1 (configuration not stated)
→ 16.1%, -3.1%, -10.0%[10.9 µM], 6.5%
> O=S(=O)(Nc1ccn(-c2ccccc2)n1)c1ccc(Br)cc1
→ 1.1%, -11.4%, -6.0%, 8.6%
> CNC[C@H](O)[C@H](O)[C@H](O)[C@H](O)CO
→ -4.6%[20.6 µM], 10.7%[20.6 µM], 11.4%[16.8 µM], -1.5%[25.6 µM]
> Nc1nncn1C(=O)CCCN1C(=O)c2ccccc2C1=O
→ 7.2%, 7.7%, ?, -3.2%
> CCOC(=O)N1CCN(C(=O)c2ccc3c(c2)N(Cc2ccccc2F)C(=O)c2ccccc2S3(=O)=O)CC1
→ -13.3%, 13.3%, 6.1%[10.9 µM], 0.4%
> CCCCNC(=O)CSc1nc2cc3c(cc2c(=O)n1Cc1ccc(C(=O)NCCc2ccc(OC)c(OC)c2)cc1)OCO3
→ -5.1%, 3.7%, -6.9%[10.9 µM], ?
> CSc1ccc(CN(C)CC(=O)NC(=O)NC(C)(C)C)cc1
→ -9.1%, -5.0%, -11.3%, 0.6%
> Cc1ccc(S(=O)(=O)NCc2ccc(C(=O)NCCCN3CCN(C)CC3)cc2)cc1
→ 6.5%, -2.5%, -10.9%, -1.2%
> CCN1CCN(c2csc3ccc(Cl)cc3c2=O)CC1
→ -12.5%, 1.8%, -12.7%[10.9 µM], 2.9%
> COc1ccccc1-c1nnc(C2CCN(C(=O)c3cccc(C)c3)CC2)o1
→ -9.5%, 2.8%, -11.4%[10.9 µM], ?
> COc1ccc(C2C(C(=O)Nc3cccc(C)n3)c3ccccc3C(=O)N2C)cc1OC (configuration not stated)
→ 6.9%, -0.8%, -12.0%, 0.1%
> COc1cc(C(=O)Nc2cc(C)c(O)c(-c3nc4ccccc4s3)c2)cc(OC)c1OC
→ 18.9%, 4.6%, -8.6%[10.9 µM], -4.2%
> CC1CC[C@@]2(C(=O)O)CCC3(C)C(=CCC4[C@]5(C)CC(O)C(O)[C@](C)(CO)C5C(O)C[C@@]43C)C2C1C (some centres not stated)
→ 6.1%, -7.6%, -8.2%, .
> CC1=C(C)C(=O)N(CCC(=O)O)C1=O
→ -12.7%, -1.3%, -6.4%, 1.2%
> CCOC(=O)c1cc2c(=O)n3cccc(C)c3nc2n(CCOC)c1=NC(=O)c1ccncc1
→ 0.1%, -6.4%, 3.4%, 0.8%
> CCOC(=O)c1c(C)[nH]c(C)c1S(=O)(=O)N1CCC(C(=O)NCc2cccc(C)c2)CC1
→ -7.6%, 0.2%, -8.5%[10.9 µM], -1.4%
> CCOC(=O)CN(C(=O)CSc1nnc2c(n1)[nH]c1ccc(OC)cc12)c1ccc(F)cc1
→ -13.4%, 10.6%, -7.4%, ?
> COc1ccc(S(=O)(=O)NC(C(C)C)C(C)C)cc1OC
→ 11.3%, 8.7%, -14.1%, -0.9%
> CS(=O)(=O)c1ccc2nc(NC(=O)CC3CCCC3)sc2c1
→ -11.1%, 3.1%, -21.3%, -1.6%
> O=C(Cn1nnc(-c2ccc(Cl)cc2)n1)NCCC1=CCCCC1
→ -3.6%, 2.4%, 12.2%, 1.1%
> Cn1c(=O)c2c(nc(CN3CCOCC3)n2CC(O)CO)n(C)c1=O (configuration not stated)
→ -17.6%, -4.3%, ?, 1.4%
> O=c1c(-c2cccs2)nc2cnc(N3CCNCC3)nc2n1-c1ccccc1
→ -17.5%, -22.2%, ., 0.2%[11.4 µM]
> COc1cccc(Cn2cnc3c2c(=O)n(C)c(=O)n3C)c1
→ 5.9%, -5.0%, -15.8%[10.9 µM], 1.1%
> Cc1noc(NS(=O)(=O)c2ccc(NC(=O)CCC3CCCC3)cc2)c1C
→ -11.7%, -15.0%, 13.5%, -0.3%
> Nc1nonc1-c1nc2ccccc2n1Cc1ccc(F)cc1Cl
→ 2.2%, -26.2%, -17.3%, 1.1%
> O=C1CS(=O)(=O)C2(C(=O)N(Cc3ccccc3)c3ccccc32)N1c1ccc(F)c(Cl)c1 (configuration not stated)
→ 23.7%, -4.3%, 3.3%[10.9 µM], ?
> COCCCNC(=O)CSc1c2c(nc3ccc(Cl)cc13)CCCC2
→ ?, ?, -7.8%[10.9 µM], ?
> CCCCP(=O)(CCCC)c1ccccc1C(=O)O
→ -2.4%, 0.8%, -2.5%, -1.1%
> Cc1ccc(C(=O)O)cc1NC(=O)c1nsc2ccccc12
→ 2.1%, 0.5%, -6.4%[10.9 µM], -1.0%
> CCC(=O)c1cc2c(cc1NC(=O)c1ccc(C)cc1)OCCO2
→ 4.2%, 3.6%, -2.4%, -0.4%
> COc1ccccc1N1CCN(CC(=O)NCC2CCCO2)CC1 (configuration not stated)
→ 16.3%, 10.6%, ., .
> CCN(CC)S(=O)(=O)c1ccc(N2CCCCS2(=O)=O)cc1
→ -4.0%, -1.1%, 4.3%[10.9 µM], -1.0%
> CCc1nnc2n1N(C(C)=O)C(c1ccc(C(C)(C)C)cc1)=C(C(C)=O)S2
→ 12.6µM*, -8.2%, -19.2%[10.9 µM], ?
> COc1cc2[nH]c(=S)n(CCN3CCOCC3)c(=O)c2cc1OC
→ 10.5%, 4.7%, 2.8%, -2.7%
> CCN(CC)CCN(Cc1cc2cc3c(cc2[nH]c1=O)OCCO3)C(=O)NC1CCCCC1
→ -15.4%, -3.9%, ., -0.2%
> Cn1nnnc1Sc1ncnc2scc(-c3ccc(F)cc3)c12
→ ?, ?, -18.3%, ?
